Screening results (PubChem)
GLP1R cytotox: cytotoxic in the GLP-1 receptor inverse agonist counter-screen | HEK293 cAMP-luciferase reporter cells, luminescence, 24 h | Potency, µM (top dose mostly 38.3 µM), inactives show at the top dose activity change, negative = inhibition, most hits filed as inhibitors | 0.13% of 410,000 active | AID 624418;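 also: loss of luciferase light is scored as toxicity; potency is read from the fitted curve at half-maximal effect; % is scaled to controls: 0 for no effect and ±100 for the full control effect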
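Cells in DMEM/10% Nu serum/1% pen-strep, 1536-well format. Pre-incubated 12 h, dosed with 23 nL compound, incubated a further 24 h. Luciferase detection, 12 min at room temp, luminescence.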
SW480 rerep: inducers of DNA re-replication in SW480 colon cancer cells; SW480 DNA re-replication, Hoechst DNA content imaging, 48 h; Potency, µM (series often up to 46.1 µM), without a hit: top-dose re-replication activation, actives largely listed as activators; 1.8% of 340,000 active; AID 624297; also: potency is read from the fitted curve at half-maximal effect; % of control where 0% means no effect; nearly all actives have a fitted effect of over 55% in size
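Image-based read-out: total Hoechst fluorescence of nuclei (405 nm excitation, 500-530 nm emission), with hits raising the fraction of high-intensity nuclei. SW480 colon cells incubated 48 hr with compounds at 37 C.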
DRD3 agonist: D3 dopamine receptor (human) agonism | P35462 | max activation, % | D3R DiscoveRx beta-arrestin cells, luminescence, 90 min | 0.58% of 410,000 active; in the data active = max activation above about 30%; also: 0% is about no effect; mostly tested at two doses, the higher about 12 µM
Target sequence (P35462 whole entry, looked up): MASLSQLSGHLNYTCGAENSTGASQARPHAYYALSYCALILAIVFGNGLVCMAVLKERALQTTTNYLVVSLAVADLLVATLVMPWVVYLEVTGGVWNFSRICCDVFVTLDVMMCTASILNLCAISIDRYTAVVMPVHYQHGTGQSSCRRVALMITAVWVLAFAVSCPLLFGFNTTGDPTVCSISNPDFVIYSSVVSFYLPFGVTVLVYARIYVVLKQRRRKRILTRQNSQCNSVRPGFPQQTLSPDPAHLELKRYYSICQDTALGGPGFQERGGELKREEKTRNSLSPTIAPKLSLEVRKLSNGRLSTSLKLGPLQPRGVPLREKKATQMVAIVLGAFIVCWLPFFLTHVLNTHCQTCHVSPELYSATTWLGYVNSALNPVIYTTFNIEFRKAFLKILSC
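Agonist-mode cell screen: cells plated at 1500/well and incubated overnight at 37 °C, then exposed to library compounds for 90 min at 37 °C. Detection reagent was added for 30–60 min at room temperature, and luminescence was read.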
KB-V1 MDR tox: KB-V1 MDR subline cytotoxicity | KB-V1 MDR cells viability, CellTiter-Glo, 72 h | 3.4% of 400,000 active | Potency, µM (doses to about 46.1 µM), for inactives: top-dose activity change, negative = cytotoxicity, hits mostly cytotoxic; also: potency is read from the fitted curve at half-maximal effect; % is scaled to controls: 0 for no effect and ±100 for the full control effect; nearly all actives have a fitted effect of over 60% in size
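In this primary screen, KB-V1 cells overexpressing P-gp are incubated with library compounds (lowest to highest concentration) for 72 h at 37 degrees C before a luminescent ATP viability read.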
KB-3-1 tox: KB-3-1 parental cell cytotoxicity | 1.4% of 400,000 active | KB-3-1 viability, CellTiter-Glo ATP luminescence, 72 h | AID 1347075 | Potency, µM (top dose mostly 46.1 µM), without a hit: at the highest dose activity change, negative = cytotoxic, hits mostly cytotoxic; also: potency is read from the fitted curve at half-maximal effect; % is scaled to controls: 0 for no effect and ±100 for the full control effect; nearly all actives have a fitted effect of over 60% in size
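Cytotoxicity measured as CellTiter-Glo luminescence after 72 h at 37 C. Compound titrations were pinned onto drug-naive KB-3-1 parental adenocarcinoma cells grown in DMEM with 10% FBS, and normalized data fitted to concentration-response curves.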
HT1080 IDH1KD tx: kills HT-1080 cells with IDH1 knockdown; HT-1080 IDH1 knockdown viability, ATP luminescence, 48 h; 2% of 360,000 active; Potency, µM (top dose mostly 46.1 µM), for inactives: top-dose activity, negative = toxicity, hits mostly cytotoxic;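 also: potency is read from the fitted curve at half-maximal effect; 0% = DMSO wells and -100% = cell-free medium wells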
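IDH1KD HT-1080 cells, 750/well, RPMI + 5% FBS; compound pinned after 2 h settling; 48 h, 37 °C; CellTiter-Glo luminescence; % activity normalised to DMSO and no-cell wells; curves fitted, classed by r2 and efficacy.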
HT1080-NT tox: kills 2HG-producing HT-1080-NT fibrosarcoma cells. HT-1080-NT fibrosarcoma viability, CellTiter-Glo ATP luminescence, 48 h. Potency, µM (series often up to 46.1 µM), for the others: top-dose activity, negative = less viability, usual class: cytotoxic. 1.6% of 360,000 active. AID 686970;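 also: NT is the 2HG producing partner of a matched IDH1 knockdown line; potency is read from the fitted curve at half-maximal effect; 0% = DMSO-treated cells and -100% = media-only wells without cells; nearly all actives have a fitted effect of over 55% in size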
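Viability of the 2HG-overproducing fibrosarcoma line after 48 hours of compound exposure at 37 degrees C was determined by luminescence with CellTiter-Glo, and concentration-effect curves were then fitted and categorized.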
IL1B secr inh: inhibitors of inflammasome signaling (IL-1 beta secretion); THP-1 LPS/ATP IL-1B secretion, AlphaLISA, 16 h; active compounds read low; activity change, % at 57.5 µM; 4.7% of 360,000 active; AID 743279; in the data active = activity change below about -50%; inconclusive = mostly about -30% to -49%; also: % is scaled to controls: 0 for no effect and ±100 for the full control effect
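Secreted IL-1B measured by AlphaLISA bead assay after 16 h compound exposure of THP-1 cells; compounds (final up to 57.5 uM) added 1 h before LPS (250 ng/mL) and ATP (1.25 mM) stimulation; lower signal means less secretion.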
MCF10A rerep: DNA re-replication induction in MCF 10a cells. MCF 10A DNA re-replication, Hoechst nuclear intensity, 48 h. Potency, µM (doses to about 46.1 µM), for inactives: at the highest dose activity, positive = re-replication, usual class: activators. 2.9% of 350,000 active; also: potency is read from the fitted curve at half-maximal effect; % of control where 0% means no effect; nearly all actives have a fitted effect of over 50% in size
Numbers without * were called inactive; ? = inconclusive; · = no result given; & = joins results of further samples; [ ] = remark or other dose. Unless noted, calls follow the shape of the dose curve; as a rule, active = well fitted curve in the direction sought with a large enough effect; inconclusive = small, poorly fitted or top-dose-only effect, or another doubt; inactive = no such curve, though single readings can be large; an effect the other way counts as inactive or inconclusive. No enrichment for hits, and some 11% of all compounds hit somewhere here.

SMILES	GLP1R cytotox	SW480 rerep	DRD3 agonist	KB-V1 MDR tox	KB-3-1 tox	HT1080 IDH1KD tx	HT1080-NT tox	IL1B secr inh	MCF10A rerep
Cc1cc2occ(CC(=O)N(CCC(C)C)c3c(N)n(Cc4ccccc4)c(=O)[nH]c3=O)c2cc1C	-2%	2%	-1	9%	?	-2%	-3%	-4	3%
COC(=O)c1cn(CCOc2ccccc2F)c2ccccc12	17%	?	0	-10%	-15%	-12%	-2%	-19	-186%[0.0737 µM]
O=C(CN1CCCC1)NC1C2CC3CC(C2)CC1C3 (stereo not drawn)	5%	1%	-3	-21%	-10%	17%	10%	-9	1%
Cc1ccc(S(=O)(=O)NCCC(c2ccccc2)c2ccccc2)cc1C(=O)O	-7%	-4%	-6	-3%	2%	-2%	-12%	-7	2%
CN1C(=O)Cc2cc(S(=O)(=O)NCc3cccs3)ccc21	0%	0%	4	-7%	9%	30%	-1%	37	-10%
Cn1c2c(c(=O)n(C)c1=O)C(c1ccc(F)cc1)C(C#N)=C(N)O2 (stereo not drawn)	14%	-3%	-10	-4%	19%	9%	10%	-69*	0%
COC(=O)c1n[nH]c2ccccc12	-15%	-1%	1	30%	2%	3%	0%	32	-3%
CC(C)CN(c1ccccc1)S(=O)(=O)c1nnc(NC(=O)c2ccco2)s1	2%&0%	-14%	-20&-35	-17%	-9%	-3%	-4%	-14	11%
CC(C)c1cc(NC(=O)C(C)(C)C)cc(C(C)C)c1O	10%	-3%	-2	-3%	-2%	0%	-4%	2	1%
O=c1c2ccccc2nc(/C=C/c2ccc(Cl)cc2)n1CCO	6%	?	3	?	-17%	-24%	-5%	-74*	?
O=C(c1ccc(CNc2c(N3CCOCC3)c(=O)c2=O)cc1)N1CC=C(c2ccccc2)CC1	-10%	1%	7	17%	-1%	-1%	5%	-25	4%
COc1ccccc1C(=O)Nc1ccc(N2CCN(S(C)(=O)=O)CC2)cc1	1%	2%	-1	-7%	-5%	0%	-2%	-24	5%
COc1cc(/C=C/C(=O)OCC(=O)NC2CCS(=O)(=O)C2)ccc1OC(F)F (stereo not drawn)	4%	-3%	-4	-26%	-13%	-4%	-6%	-1	-1%
CCOc1ccccc1N1CC(O)=C(c2nc3ccccc3s2)C1=N	?	-1%	-7	?	9.2µM*	2.8µM*	2.8µM*	13	3%
COc1cc(C(=O)Nc2ccc3c(c2)N(C(=O)CCN(C)C)c2ccccc2CC3)cc(OC)c1OC	?	?	19	?	32%	?	?	-60*	13µM*
O=C(OCc1cn([C@H]2CN(C(=O)C3CCCCC3)[C@@H](c3ccc(Cl)cc3)C[C@@H]2O)nn1)c1ccccc1	-17%	·	3	1%	25%	-10%	-15%	-20	·
CCN(CC)S(=O)(=O)c1ccc(N2CCCC2)c(NC(=O)c2ccc(OC)cc2OC)c1	-7%	-34%[inhibitor][1.84 µM]	8	-7%	-8%	-2%	-1%	?	-13%
Cc1cccc(-c2n[nH]c([N+](=O)[O-])n2)c1	-12%	-8%	-1	-25%	28%	-6%	-1%	27	2%
CN(CCO)Cc1csc2ccc(Br)cc12	-12%	-7%	-9	19%	6%	1%	1%	-1	10%
O=C(Cn1ncc2c3ccccc3n(Cc3ccccc3)c2c1=O)N1CCN(c2ccccn2)CC1	-12%	-3%	1	4%	-23%	-5%	2%	-20	-11%
O=C(CCNS(=O)(=O)c1cccc2nsnc12)Nc1ccc2c(c1)OCCO2	-12%	-2%	-2	15%	6%	0%	17%	19	-1%
CCCNC(=O)COc1ccc(-c2nn(C)c(=O)c3ccccc23)cc1	23%	-7%[9.22 µM]	11	?	-18%	2%	-2%	16	-2%
Cc1cccc(N2CCN(C(=O)CN3C(=O)NC4(CCCCCC4)C3=O)CC2)c1C	-4%	-6%	15	-3%	8%	-13%	-23%	-12	?
CCOC(=O)[C@]12CCC=C1N(Cc1ccc(Cl)cc1Cl)C(=O)[C@H](CC(=O)N1CCCC1)C2	-12%	·	1	?	-12%	-21%	1%	-19	·
COCCNC(=O)c1ccc(Cl)c(S(=O)(=O)Nc2cccc(C)c2C)c1	7%	-2%	4	3%	1%	-7%	0%	-12	1%

Part of the list above, showing only KB-V1 MDR tox, SW480 rerep and DRD3 agonist.
structure,KB-V1 MDR tox,SW480 rerep,DRD3 agonist
Cc1cc2occ(CC(=O)N(CCC(C)C)c3c(N)n(Cc4ccccc4)c(=O)[nH]c3=O)c2cc1C,9%,2%,-1
COc1cc(C(=O)Nc2ccc3c(c2)N(C(=O)CCN(C)C)c2ccccc2CC3)cc(OC)c1OC,?,?,19
O=C(CN1CCCC1)NC1C2CC3CC(C2)CC1C3 (stereo not drawn),-21%,1%,-3
CC(C)CN(c1ccccc1)S(=O)(=O)c1nnc(NC(=O)c2ccco2)s1,-17%,-14%,-20&-35

Rewritten in CSV form: 4 of the compounds above
SMILES,GLP1R cytotox,SW480 rerep,DRD3 agonist,KB-V1 MDR tox,KB-3-1 tox,HT1080 IDH1KD tx,HT1080-NT tox,IL1B secr inh,MCF10A rerep
O=C(CCNS(=O)(=O)c1cccc2nsnc12)Nc1ccc2c(c1)OCCO2,-12%,-2%,-2,15%,6%,0%,17%,19,-1%
CCCNC(=O)COc1ccc(-c2nn(C)c(=O)c3ccccc23)cc1,23%,-7%[9.22 µM],11,?,-18%,2%,-2%,16,-2%
Cc1cccc(N2CCN(C(=O)CN3C(=O)NC4(CCCCCC4)C3=O)CC2)c1C,-4%,-6%,15,-3%,8%,-13%,-23%,-12,?
CCOC(=O)[C@]12CCC=C1N(Cc1ccc(Cl)cc1Cl)C(=O)[C@H](CC(=O)N1CCCC1)C2,-12%,·,1,?,-12%,-21%,1%,-19,·

The list goes on:
SMILES	GLP1R cytotox	SW480 rerep	DRD3 agonist	KB-V1 MDR tox	KB-3-1 tox	HT1080 IDH1KD tx	HT1080-NT tox	IL1B secr inh	MCF10A rerep
CC(C)CC(NS(=O)(=O)OCC(Cl)(Cl)Cl)c1ccccc1 (stereo not drawn)	4%	-1%	3	23µM*	0%	-26%	?	-20	?
CCC1COCCS(=O)(=O)N1Cc1ccccc1C (stereo not drawn)	5%	-15%[9.22 µM]	2	-7%&-7%	0%&3%	11%	14%	2	-29%
Cc1ccc(C(=O)C2=C(O)C(=O)N(Cc3ccco3)C2c2cccc(Cl)c2)o1 (stereo not drawn)	2%	3%	2	?	-4%	-16%	-19%	8	13%
Cc1ccc(NC(=O)c2oc3c(c2C)C(=O)CC(C)(C)C3)cc1	1%	-1%	-2	-1%	15%	3%	5%	-7	8%
O=C(COC(=O)c1ccc(-c2nnc(-c3ccccc3)o2)cc1)c1ccccc1	-1%	16µM*	-4	?	-1%	10%	5%	35	?
CC(C)(C)OC(=O)N1CCC(CNC(=O)c2ccc(F)cc2)CC1	-1%	-2%	-2	-1%	9%	5%	-1%	8	1%
Cc1ccc(-c2cnc(SCC(=O)N3CCCc4ccccc43)n2C)cc1	-1%	-5%	-3	-4%	6%	-10%	-23%	-50*	-4%
Cc1ccc(OCCSc2nnc(-c3ccncc3)n2C)cc1	3%	-3%	0	4%	7%	4%	4%	0	6%
CCOC(=O)N1CCN(C(=O)CS(=O)(=O)Cc2nc(-c3ccccc3F)oc2C)CC1	5%	10%	-16	-14%	-25%	-3%	-2%	4	-4%
COc1ccccc1Oc1c(C)oc2cc(OC(=O)c3ccco3)ccc2c1=O	-9%	-12%	9	-24%	11%	-10%	4%	31	22%
COc1ccc(Cn2c(C3CC3)nc3ccc(NC(=O)C4CC4)cc3c2=O)cc1	-31%	14%	0	23µM*	?	-20%	-19%	-65*	9%
CCCCNc1nc2c(c(=O)[nH]c(=O)n2C)n1CCCc1ccccc1	5%	·	-8	-26%	-1%	-1%	3%	6	·
C=CCn1c(SCC(=O)N(CC)CC)nc(O)cc1=O	16%	-11%	-4	-1%	?	5%	8%	12	-7%
COc1ccc(CC(=O)N2CCN(c3cccc(C)c3C)CC2)cc1	-28%	-4%	-6	?	-8%	2%	3%	23	2%
O=C(/C=C/c1ccc([N+](=O)[O-])o1)NNC(=O)c1ccc(F)cc1	?	3.7µM*	-6	?	?	2.6µM*	?	-102*	9.2µM*
CC1CCN(S(=O)(=O)c2ccc3c(c2)c(=O)c(C(=O)NC(C)c2ccccc2)cn3C)CC1 (stereo not drawn)	16%	·	-16	-16%	17%	·	·	·	·
Cc1ccc(SCC(=O)Nc2cccnc2)cc1	24%	-4%	-5	-3%	13%	-8%	-1%	26	-8%
C[C@H]1CN([C@@H](C)CO)C(=O)c2cc(NS(=O)(=O)c3ccc(Cl)cc3)ccc2O[C@@H]1CN(C)CC1CCCCC1	-11%	28%[9.22 µM]	0	11%	0%	-12%	-8%	-56*	3%
COc1ccc(NC(=O)C(Cc2cc(C)cc(C)c2)C(C)C(=O)O)cc1 (stereo not drawn)	-1%	1%	-6	-3%	-5%	2%	-1%	5	-2%
COc1cc2c(cc1OC)C(C(=O)Nc1cc(OC)c(OC)c(OC)c1)C(c1cccnc1)N(C)C2=O (stereo not drawn)	-3%	?	8	?	-1%	-11%	-11%	29	-13%
CCCn1c(C2CC(=O)N(c3cc(OC)ccc3OC)C2)nc2ccccc21 (stereo not drawn)	-6%	-4%	-4	8%	0%	-34%	0%	-6	3%
Cc1ccc2cc(C#N)c(NCCNC(=S)NCCCN(C)C)nc2c1C	-30%	?	-2	-6%	1%	?	21µM*	?	21µM*
O=C(NCC(=O)N1CCN(S(=O)(=O)/C=C/c2ccccc2)CC1)c1ccccc1F	-2%	-6%	2	-9%	-1%	?	-3%	17	11%
